Screening results deposited in PubChem by National Center for Advancing Translational Sciences (NCATS).
Pin1 inh: qHTS Assay to Find Inhibitors of Pin1; Pin1 FP peptide displacement, HiFluor488, 10 min; hit rate 0.009% among 390,000; Potency, µM (titrated, usually from 115 µM), for the others: at the top dose activity, negative = inhibition, usual class: inhibitors; active = well fitted inhibition curve with a large enough effect in the polarisation, with a control signal flat, not every such curve was filed as active; inconclusive = small, poorly fitted or top-dose-only effect, or effect the other way, or a change in a side signal; inactive = no such curve, though single readings can be large or run the other way; the % refers to the polarisation; also: % is scaled to controls: 0 for no effect and ±100 for the full control effect
GLS inhibitor: qHTS for Inhibitors of Glutaminase (GLS); Glutaminase kidney isoform, mitochondrial (Homo sapiens), O94925; hit rate 0.21% among 410,000; Potency, µM (doses to about 45.5 µM), inactives show at the top dose activity change, negative = inhibition, hits mostly inhibitors; GLS enzymatic activity, qHTS titration; also: % is scaled to controls: 0 for no effect and ±100 for the full control effect
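Enzyme dispensed in phosphate buffer (45 mM, pH 8.2, 0.02% Tween-20), compounds pinned in, then 1 mM L-glutamine solution and the glutamate oxidase–HRP–Amplex Red mix added; fluorescence read immediately and again after 30 min at room temperature.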
TrxR1 inh: qHTS Assay for Inhibitors of Mammalian Selenoprotein Thioredoxin Reductase 1 (TrxR1): qHTS; Potency, µM (doses to about 114 µM), inactives show top-dose activity change, negative = inhibition, actives largely listed as inhibitors; hit rate 1% among 390,000; Thioredoxin reductase 1, cytoplasmic (Rattus norvegicus), O89049; recombinant rTrxR1, NADPH fluorescence consumption, selenite substrate; also: % is scaled to controls: 0 for no effect and ±100 for the full control effect; nearly all actives have a fitted effect of over 65% in size
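Rat TrxR1 (90 nM in the dispensed reagent) was pre-reduced with 400 uM NADPH for 5 min at room temperature, then incubated with compound for 15 min. After 400 uM selenite was added, NADPH fluorescence (Ex 340/Em 450 nm) was followed for 8 min.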
Tb PGK inh: qHTS Assay to Find Inhibitors of Phosphoglycerate Kinase; hit rate 0.043% among 380,000; Potency, µM (highest dose often 57.5 µM), inactives show at the highest dose activity change, negative = inhibition, hits mostly inhibitors; PGK/GAPDH coupled, Kinase-Glo luminescence, 60 min; Phosphoglycerate kinase, glycosomal (Trypanosoma brucei brucei), P07378; also: % is scaled to controls: 0 for no effect and ±100 for the full control effect; nearly all actives have a fitted effect of over 60% in size
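Luminescent ATP detection (Kinase-Glo Plus) follows a 60-minute room-temperature incubation, with wells lacking PGK as controls. Buffer: 100 mM TEA (pH 7.6), 5 mM MgCl2, 0.01% Tween-20. Coupling enzyme GAPDH (100 nM final) supplies unstable 1,3-BPG in-well.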
RGS4 inh: Inhibitors of Regulator of G Protein Signaling (RGS) 4: qHTS; Potency, µM (titrated, usually from 114 µM), without a hit: at the top dose activity change, negative = inhibition, most hits filed as inhibitors; Regulator of G-protein signaling 4 (Homo sapiens), P49798; AID 504845, 2011; hit rate 0.039% among 390,000; Transcreener GDP fluorescence polarization, RGS4-accelerated GTP hydrolysis; also: % is scaled to controls: 0 for no effect and ±100 for the full control effect; nearly all actives have a fitted effect of over 75% in size; some results filed as inactive show a strong effect at the top dose
Target sequence (P49798 whole entry, looked up): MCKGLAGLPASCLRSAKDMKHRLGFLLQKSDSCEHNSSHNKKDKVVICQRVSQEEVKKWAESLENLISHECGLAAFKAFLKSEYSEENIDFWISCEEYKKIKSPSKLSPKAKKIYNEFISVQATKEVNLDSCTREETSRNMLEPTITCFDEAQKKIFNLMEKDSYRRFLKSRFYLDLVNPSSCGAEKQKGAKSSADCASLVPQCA
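MLSMR compounds (23 nl, pin-transferred) preincubated 10 min at room temperature with a 500nM (2x) first reagent, then RGS4 at 900nM (2x) plus Transcreener GDP mix added; fluorescence polarization (620/688 nm) read before and after 90 min at 30 °C.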
HP1b binding inh: HTS for Inhibitors of HP1-beta Chromodomain Interactions with Methylated Histone Tails; Chromobox protein homolog 1 (Homo sapiens), P83916; hit rate 0.56% among 390,000; Potency, µM (titrated, usually from 114 µM), for inactives: top-dose activity change, negative = inhibition, actives largely listed as inhibitors; AlphaScreen HP1-beta / biotin-H3K9me3 peptide binding; also: nearly all actives have a fitted effect of over 70% in size; inactives centre near 23
Target sequence (P83916 whole entry, looked up): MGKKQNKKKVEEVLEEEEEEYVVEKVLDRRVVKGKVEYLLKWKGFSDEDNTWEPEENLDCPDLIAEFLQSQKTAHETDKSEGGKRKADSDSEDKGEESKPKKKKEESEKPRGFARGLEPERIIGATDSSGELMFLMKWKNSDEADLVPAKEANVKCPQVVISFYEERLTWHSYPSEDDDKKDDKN
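Compound inhibition of the preformed complex between 50 nM HP1-beta and 50 nM biotinylated H3K9me3 peptide was read by AlphaScreen. Buffer was PBS pH 7.4 with 0.01% Tween-20. Incubations ran 30 min at room temperature, with 10 ug/mL donor/acceptor beads.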
ALOX12 inh: Primary qHTS assay for inhibitors of human arachidonate 12S-lipoxygenase (ALOX12): Round 2; AID 1671190, 2021; hit rate 1.1% among 580,000; purified 12hLO, xylenol orange hydroperoxide absorbance; Potency, µM (highest dose often 108 µM), for inactives: at the top dose activity change, negative = inhibition, usual class: inhibitors; also: % is scaled to controls: 0 for no effect and ±100 for the full control effect
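Purified human 12hLO (150 nM final) in 25 mM Hepes, 0.01% Triton X-100, pH 7.0 was preincubated 15 min at room temperature with compound. Then 40 uM arachidonic acid was added, 30 min. Hydroperoxide was read by Fe-XO absorbance ratio 573/405 nm.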
ERG-DNA inh: qHTS for Small Molecule Inhibitors of the ERG Ets/DNA interaction. Transcriptional regulator ERG (Homo sapiens), P11308. fluorescence polarization, His-ERG Ets domain / labelled DNA. Potency, µM (top dose mostly 76.9 µM), without a hit: top-dose FP activity, negative = inhibition, most hits filed as inhibitors. hit rate 0.028% among 370,000; active = well fitted inhibition curve with a large enough effect in the polarisation, with a control signal flat; inconclusive = small, poorly fitted or top-dose-only effect, or effect the other way, or a change in a side signal; inactive = no such curve, though single readings can be large or run the other way; the % refers to the polarisation;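 also: polarization taken with two DNA probes labelled with fluorescein and Texas red; % of control where 0% means no effect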
Target sequence (P11308 whole entry, looked up, the tested form may be a part): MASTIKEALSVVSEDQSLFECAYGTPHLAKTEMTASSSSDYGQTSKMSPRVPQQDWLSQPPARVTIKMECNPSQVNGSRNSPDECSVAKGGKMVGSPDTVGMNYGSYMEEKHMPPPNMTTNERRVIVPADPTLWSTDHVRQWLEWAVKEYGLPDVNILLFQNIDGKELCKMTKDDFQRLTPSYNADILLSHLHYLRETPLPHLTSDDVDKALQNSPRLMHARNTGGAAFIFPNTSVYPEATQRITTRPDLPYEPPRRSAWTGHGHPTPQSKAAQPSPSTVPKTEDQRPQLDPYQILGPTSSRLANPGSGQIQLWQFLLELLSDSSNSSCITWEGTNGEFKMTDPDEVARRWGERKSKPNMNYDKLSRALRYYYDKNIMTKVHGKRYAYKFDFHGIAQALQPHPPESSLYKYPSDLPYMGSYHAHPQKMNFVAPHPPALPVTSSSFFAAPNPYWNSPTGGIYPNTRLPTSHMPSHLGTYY
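His-tagged ERG Ets domain (1 uM in the protein solution; 300mM KCl, 50mM Tris-HCl, 1mM EDTA, 1mM DTT, pH 7.5) received compound, then a probe mix of 5 nM fluorescein-DNA and 100nM Texas-615-DNA. Fluorescence polarization was read for both dyes.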
JMJD2A Tudor: qHTS Assay for Inhibitors of JMJD2A-Tudor Domain; hit rate 4.4% among 390,000; AlphaScreen JMJD2A-Tudor / H3K4me3 peptide binding; Potency, µM (series often up to 114 µM), for the others: top-dose activity change, negative = inhibition, usual class: inhibitors; AID 504339, 2011; Lysine-specific demethylase 4A (Homo sapiens), O75164; also: % is scaled to controls: 0 for no effect and ±100 for the full control effect; nearly all actives have a fitted effect of over 50% in size
The depositor's hits bear a star; i = inactive; ? = inconclusive; / = no result given; & = joins results of further samples; [ ] = another dose, or the depositor's remark. Unless noted, calls follow the shape of the dose curve; as a rule, active = well fitted curve in the direction sought with a large enough effect; inconclusive = small, poorly fitted or top-dose-only effect, or another doubt; inactive = no such curve, though single readings can be large; an effect the other way counts as inactive or inconclusive. Potency is read from the fitted curve at half-maximal effect. These rows are one share of the data; the hit share may differ from the screen's.

Fields – Tb PGK inh	JMJD2A Tudor	Pin1 inh	GLS inhibitor	TrxR1 inh	ALOX12 inh	RGS4 inh	ERG-DNA inh	HP1b binding inh
> CCOC(=O)c1c(NC(=O)CSc2nnc(-c3c[nH]c4ccccc34)n2CCOC)sc2c1CCCCC2
 : i	-27%	19%	3%	8%[57.1 µM]	24%	-15%	5%	16%
> CC(=O)c1ccc(OCC(O)CN2CCN(c3ccccn3)CC2)cc1 (stereo unspecified)
 : -9%	?	-3%	21%	9%	?	-2%	2%	89%[activator]
> O=C(CCc1nnc2n(Cc3ccc(Cl)cc3)c(=O)c3ccccc3n12)N1CCN(c2ccccn2)CC1
 : -3%	-20%	-13%	11µM*	29%	/	21%	-4%	38%
> Cc1cccc(-c2nc3c(c(SCC(=O)N(C)C)n2)CCCC3)c1
 : -2%	13%	2%	0%	-1%	2%	-27%	8%	25%
> CC(=O)c1ccc(NC(=O)COc2ccccc2C(=O)Nc2ccccc2)cc1
 : 3%	-6%	12%	-2%	0%&5%	9%	6%	3%	29%
> O=C(C1CC(c2ccccc2O)=NO1)N1CCCCC1 (stereo unspecified)
 : -3%	89µM*	0%	-15%	16%	?	-13%	/	-4%
> COc1ccc(S(=O)(=O)N2CCN(c3cc(-c4ccccc4)nc4ncnn34)CC2)cc1
 : 0%	-22%	19%	-17%	24%	15%	-9%	-1%	29%
> CCCc1nnc(NC(=O)c2c(O)c3c([nH]c2=O)CCCC3)s1
 : 3%	14%	?	/	-10%	-1%	3%	0%	37%[activator]
> CCCNC(=O)Cc1c(C)n(C(=O)c2ccc(Cl)cc2)c2ccc(OC)cc12
 : 6%	-12%	0%	2%	-9%	-6%	25%	-5%	24%
> Cc1coc2c1c(C)cc1oc(=O)c(CC(=O)NCC(=O)NCC(=O)O)c(C)c12
 : 5%	-5%	?	6%	-9%[57.1 µM]	0%	4%	-3%	44%[activator]
> O=C(NCC1CCCO1)c1ccc(S(=O)(=O)Nc2ccc(F)cc2)cc1 (stereo unspecified)
 : i	1%	-7%	-3%	7%	?	5%	4%	23%
> N#C/C(=C/c1ccc(-c2ccc(S(N)(=O)=O)cc2)o1)C(=O)Nc1ccccc1
 : -3%	7%	?	7%	-2%[57.1 µM]	-25%	-19%	11%	19%
> CCOc1ccc(-n2cc(C(=O)Nc3cccc(C)n3)c3cc(OC)c(OC)cc3c2=O)cc1
 : -9%	?	?	3%	0%[57.1 µM]	?	1%	12%	5%
> O=C(CNC(=O)c1ccc(Cl)cc1Cl)OCC(=O)c1ccc2c(c1)OCCO2
 : -3%	-8%	3%	9%	0%	3%	-11%	-2%	13%
> O=C(Nc1ccccc1OCc1ccccc1)c1ccccc1Br
 : 7%	62%[activator]	?	3%	7%	13%	3%	-3%	127%[activator]
> CCCCNc1nnc(SCC(=O)c2c(N)n(C3CC3)c(=O)[nH]c2=O)s1
 : i	-9%	1%	-4%	13%	?	-15%	-2%	42%[activator]
> O=C(CCC(=O)Nc1ccc(F)cc1)N/N=C/c1ccccc1
 : /	-12%	2%	-7%	11%	-1%	1%	-2%	20%
> CCOc1ccccc1CNC(=O)c1ccc(-c2nc(CSc3ccc(C)cc3)c(C)o2)cc1
 : 8%	-22%	10%	13%	28%	-2%	13%	0%	12%
> Cc1cccc(C)c1OCCCN1CCCC1
 : -3%	2.5µM*	0%	-3%	-10%	?	-2%	4%	?
> COc1cc(OC)c(NC(=O)C(NS(=O)(=O)c2cccc3nsnc23)c2ccccc2)cc1Cl (stereo unspecified)
 : 7%	?	0%	8%	13%	-25%	28%	-1%	10%
> CCNC(=O)CC1C(=O)N(CC)C(=S)N1NC(=O)c1cccnc1 (stereo unspecified)
 : -5%	1%	-8%	7%	7%	-10%	-15%	-12%	56%[activator]
> O=C(CNc1cccc(S(=O)(=O)N2CCCCCC2)c1)Nc1cccc([N+](=O)[O-])c1
 : -6%	-26%	3%	-2%	16%	370%[activator]	-7%	4%	6%
> CCOc1ncccc1C(=O)Nc1ccc(-c2cn3ccsc3n2)cc1
 : 14%	1%	-5%	0%	38%[activator]	-3%	6%	1%	32%
> CCN(CC(=O)Nc1ccc(NC(C)=O)cc1)C(=O)c1c(C)nn(-c2ccc(F)cc2)c1Cl
 : -6%	-20%	-17%	3%	0%	195%[activator]	13%	-5%	15%
> CCOc1ccc2nc(NC(=O)c3c([N+](=O)[O-])cnn3CC)sc2c1
 : -3%	-16%	2%	2%	-3%	-10%	10%	-2%	0%
> CCc1ccc(C(=O)CN2C(=O)C(C)N(c3ccc(C)cc3)C2=O)cc1 (stereo unspecified)
 : i	-6%	2%	2%	19%	-15%	19%	-7%	23%
> O=C(O)CSCC(=O)Nc1cccc(C(F)(F)F)c1
 : 4%	-7%	0%	8%	4%[57.1 µM]	1%	-3%	5%	24%
> Cc1ccc(C(C)C)c(OCC(=O)OCC(=O)NC2CC2)c1
 : 8%	-5%	1%	4%	16%[57.1 µM]	-7%	15%	1%	21%[57 µM]
> CCOc1cccc2cc(C(=O)Nc3cc(C)on3)c(=O)oc12
 : -5%	6%	-1%	-3%	18%	-9%	-7%	0%	4%
> CC1CN(c2ccc(Cl)cc2)c2nc3c(c(=O)[nH]c(=O)n3C)n2C1 (stereo unspecified)
 : 7%	-13%	-2%	1%	-19%	-11%	8%	5%	23%

Profiles, quoted from the list. Order of screens: Tb PGK inh	JMJD2A Tudor	Pin1 inh	GLS inhibitor	TrxR1 inh	ALOX12 inh	RGS4 inh	ERG-DNA inh	HP1b binding inh
`Cc1cccc(C)c1OCCCN1CCCC1` across the screens: -3%	2.5µM*	0%	-3%	-10%	?	-2%	4%	?
`CCOc1ccc2nc(NC(=O)c3c([N+](=O)[O-])cnn3CC)sc2c1` across the screens: -3%	-16%	2%	2%	-3%	-10%	10%	-2%	0%

Looked up above.
RGS4 inh, CCCCNc1nnc(SCC(=O)c2c(N)n(C3CC3)c(=O)[nH]c2=O)s1 = -15%
HP1b binding inh, CCOC(=O)c1c(NC(=O)CSc2nnc(-c3c[nH]c4ccccc34)n2CCOC)sc2c1CCCCC2 = 16%
JMJD2A Tudor, O=C(C1CC(c2ccccc2O)=NO1)N1CCCCC1 (stereo unspecified) = 89µM*

Continued:
Fields – Tb PGK inh	JMJD2A Tudor	Pin1 inh	GLS inhibitor	TrxR1 inh	ALOX12 inh	RGS4 inh	ERG-DNA inh	HP1b binding inh
> CCOC(=O)N1CCN(C(=O)COC(=O)c2oc3ccc(OC)cc3c2C)CC1
 : -3%	-4%	14%	0%	4%	-9%	-4%	-1%	14%
> O=C(Nc1cccc(-c2cnc3ccccc3n2)c1)c1ccc(Cl)cc1
 : /	-16%	-3%	5%	29%	-8%[57.4 µM]	-1%	/	63%[activator]
> C=CCn1cnc2c(nnn2-c2ccc(Cl)cc2)c1=O
 : -9%	-6%	-4%	0%	9%[57.1 µM]	3%	-12%	3%	10%
> CCS(=O)(=O)c1nc(S(=O)(=O)c2ccc(Cl)cc2)c(N2CCOCC2)s1
 : i	-21%	-6%	-8%	?	0%	4%[56.9 µM]	3%	67%[activator]
> COC(=O)c1ccc(Cn2c(SCC(=O)NCc3ccccc3)nc3ccccc32)cc1
 : i	-15%	1%	-2%	2%[57.1 µM]	?	-9%	0%	39%[activator]
> CCC(C(=O)Nc1ncccn1)(C(F)(F)F)C(F)(F)F
 : -5%	-32%	1%	3%	-9%	?	3%	4%	15%
> Cc1ccc(C(=O)Cn2c(=N)n(N)c3ccccc32)cc1
 : -11%	-16%	-5%	13%	12%	1%	5%	-2%	21%

Entries listed so far marked active in GLS inhibitor:
Fields – Tb PGK inh	JMJD2A Tudor	Pin1 inh	GLS inhibitor	TrxR1 inh	ALOX12 inh	RGS4 inh	ERG-DNA inh	HP1b binding inh
> O=C(CCc1nnc2n(Cc3ccc(Cl)cc3)c(=O)c3ccccc3n12)N1CCN(c2ccccn2)CC1
 : -3%	-20%	-13%	11µM*	29%	/	21%	-4%	38%
